GoLoco inh red – blocks human Gai1 binding to RGS12 GoLoco peptide, red readout. P63096. hit rate 0.44% among 230,000. Potency, µM (highest dose often 61.6 µM), for the others: top-dose activity, negative = inhibition, usual class: inhibitors. AID 880. Gai1:RGS12 GoLoco peptide FP, rhodamine, 10 min; active = well fitted inhibition curve with a large enough effect, not every such curve was filed as active; inactive = no such curve, though single readings can be large or run the other way; note: % is set by controls: 0 for no effect and ±100 for the full control effect; nearly all actives have a fitted effect of over 30% in size; many of its hits are not listed in these tables
Target sequence (P63096 whole entry, looked up): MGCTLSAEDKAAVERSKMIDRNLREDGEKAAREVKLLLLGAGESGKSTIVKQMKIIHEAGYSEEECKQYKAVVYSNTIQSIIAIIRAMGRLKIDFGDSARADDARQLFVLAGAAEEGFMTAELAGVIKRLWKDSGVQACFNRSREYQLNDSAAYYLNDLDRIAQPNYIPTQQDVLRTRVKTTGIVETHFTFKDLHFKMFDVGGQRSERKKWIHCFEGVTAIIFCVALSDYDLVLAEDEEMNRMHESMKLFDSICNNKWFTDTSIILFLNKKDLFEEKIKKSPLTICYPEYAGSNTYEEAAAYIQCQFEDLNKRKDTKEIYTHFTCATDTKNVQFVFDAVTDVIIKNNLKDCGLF
aGlu spleen mod – lysosomal alpha-glucosidase (human) modulation; Potency, µM (titrated, usually from 79.9 µM), inactives show top-dose activity change, negative = inhibition, usual class: inhibitors; human spleen homogenate, 4-MU-alpha-glucoside fluorescence; hit rate 0.006% among 240,000;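 note: 0% = enzyme with vehicle and -100% = no enzyme basal signal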
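Human spleen homogenate (1 ug) with 4-methylumbelliferyl-alpha-D-glucopyranoside (1 mM final) in 50 mM citrate/phosphate pH 5.0, 0.01% Tween-20; 40 min at 37 C. Stopped at pH 10; 4-MU fluorescence Ex 365/Em 440 nm; AC50 by Hill fit.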
GAA glycogen mod – inhibitors or activators of human alpha-glucosidase glycogen cleavage; AID 2100; Potency, µM (highest dose often 76.4 µM), for inactives: at the highest dose activity change, negative = inhibition, actives largely listed as inhibitors; hit rate 0.38% among 300,000; recombinant GAA, glycogen substrate, Amplex Red glucose oxidase fluorescence; P10253;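 note: 0% = full enzyme reaction and -100% = no-enzyme basal signal; the screen sought inhibitors and activators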
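Recombinant human enzyme (4 nM); glycogen substrate; 37 C, 40 min, pH 5.0. Readout: coupled glucose oxidase/Amplex Red fluorescence.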
HTT aggregate – mutant huntingtin aggregation inhibition; PC12 HttQ103-GFP aggregates, Acumen cytometry, 40 h; Potency, µM (highest dose often 46.1 µM), for the others: top-dose activity change, negative = inhibition, usual class: inhibitors; hit rate 1.1% among 220,000; AID 1688; note: % is set by controls: 0 for no effect and ±100 for the full control effect; nearly all actives have a fitted effect of over 60% in size
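Huntingtin Q103 exon 1–GFP aggregates in induced PC12 cells (100 nM tebufenozide) were quantified by cytometry from lysates, with compounds dosed in titration.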
GAA inh – blocks human lysosomal alpha-glucosidase; purified human GAA, 4-MU-alpha-glucoside fluorescence; Potency, µM (highest dose often 76.9 µM), without a hit: top-dose activity change, negative = inhibition, most hits filed as inhibitors; hit rate 0.005% among 200,000; AID 1466;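 note: plate controls were uninhibited enzyme wells for no effect and no-enzyme background for full effect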
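Human alpha-glucosidase, 4 nM, pre-mixed with test compounds before 400 uM 4-methylumbelliferyl substrate; 20 min room temperature at pH 5.0. Fluorescence read after pH 10 stop; AC50 values from Hill-equation fits.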
IMPase Li cell – IMPase inhibition in cells with lithium potentiation; CHO-M1 cells, IP1 TR-FRET (IP-One), carbachol + lithium; Potency, µM (doses to about 59.4 µM), for the others: top-dose activity, negative = IMPase inhibition, most hits filed as inhibitors; hit rate 0.35% among 210,000; AID 1457;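 note: IP1 builds up when IMPase is blocked and the TR-FRET signal falls; plate controls were basal vehicle for no effect and high inhibitor control for full effect; nearly all actives have a fitted effect of over 50% in size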
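Steps: plate 2000 CHO-M1 cells per well and culture 16–30 h; add compound and lithium; incubate 30 min, 37C; add d2-IP1 tracer and Eu cryptate anti-IP1 antibody in lysis buffer; read after 10 min at room temperature.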
HTT ATP protect – protects HTT-Q103 PC12 cells, measured by ATP; PC12 HTT-Q103 induced, cytoprotection, ATP luminescence, 40 h; Potency, µM (top dose mostly 56.4 µM), inactives show cytoprotection (ATP increase), most hits filed as activators; hit rate 0.14% among 230,000;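 note: % of control where 0% means no effect; nearly all actives have a fitted effect of over 45% in size; toxic huntingtin expression switched on by the ecdysone agonist tebufenozide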
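Rat PC12, Q103 Htt exon1-GFP fusion, ecdysone promoter; tebufenozide inducer 100 nM final; compound titration; qHTS, 1500 cells/well; ATPlite luminescent read.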
* = called active by the depositor; ? = inconclusive; / = not tested or not shown; & = joins results of further samples; [ ] = dose if it differs, or a comment. Unless noted, calls come from the whole dose curve; as a rule, active = well fitted curve in the direction sought with a large enough effect; inconclusive = small, poorly fitted or top-dose-only effect, or another doubt; inactive = no such curve, though single readings can be large; an effect the other way counts as inactive or inconclusive. Potency is the fitted concentration of half-maximal effect. Some of the compounds tested; count on the stated rates, not on these rows.

SMILES	GoLoco inh red	aGlu spleen mod	GAA glycogen mod	HTT aggregate	GAA inh	IMPase Li cell	HTT ATP protect
N#CCC(=O)Nn1c(=S)[nH]c2ccccc2c1=O	26%	-2%	?	-3%	7%	-1%	-8%
CCCc1ccccc1OCCNC(=O)c1cc(=O)n(C)c(=O)n1C	1%	9%	3%	20%	-3%	-2%	33%
O=Cc1c(N2CCCCC2)nc2ccccn2c1=O	-22%	-3%	-2%	-12%[9.22 µM]	-3%	5%	-15%[10 µM]
Cc1cc(C(=O)OCC(=O)c2cccc([N+](=O)[O-])c2)c2cccc(C)c2n1	-16%	-2%	4%	7%	-11%	12%[38.3 µM]	0%
CC(=O)OC/C=C(\C)CCC=C(C)C	1%	-9%	/	/	/	-20%	-19%
O=C(CN1CCOCC1)Nc1cc([N+](=O)[O-])ccc1Cl	8%	2%	5%	-5%	6%	1%	-9%
CC[C@H](C)[C@@H](NC(=O)O[C@@H]1C(=O)c2cc(Br)ccc2O[C@H]1c1cccc(OC)c1)C(=O)OC	-4%&1%	-8%&7%	-2%	20%	-5%	2%&19%	/
Cc1cc(N2CCOCC2)nc(C(C)C)n1	3%	3%	-1%	12%	-4%	-16%	-3%[10 µM]
CC(=O)C1=C(O)C(=O)N(c2ccc(S(N)(=O)=O)cc2)C1c1ccc([N+](=O)[O-])cc1 (centres undefined)	3%	-4%	?	-1%	4%	-24%[38.3 µM]	-6%
CCC(=O)NC(Nc1c(C)n(C)n(-c2ccccc2)c1=O)C(Cl)(Cl)Cl (centres undefined)	9%	-2%	?	/	13%	-1%	/
COc1ccc(Br)cc1/C=N/Nc1cccc(C(=O)O)c1	-11%	-2%	?	12%	-17%	-12%	18%[10 µM]
COc1ccc(N2CCN(C(=O)/C(C#N)=C/c3ccccc3)CC2)cc1	18%	-2%	3%	11%	-2%	2%	-41%[inhibitor]
CC(C)NS(=O)(=O)c1ccc(CCC(=O)Nc2cc(Cl)ccc2Oc2ccccc2)cc1	-5%	-1%	-14%	-23%	0%	33%[38.3 µM]	-18%
COCCCN=C1NN=C(c2cc(C)n(-c3ccccc3F)c2C)CS1	1%	/	11%	?	-15%	36%[activator]	-114%[inhibitor]
O=C(NNC1OC(CO)C(O)C(O)C1O)c1cccnc1 (centres undefined)	9%	-19%	-19%	-19%[9.22 µM]	8%	-2%	-9%[10 µM]
CC(C)CC(=O)Nc1nc(=S)ss1	-6%	-13%	4%	12%	-5%	24%[38.3 µM]	-1%
CCNS(=O)(=O)c1ccc(NC(=O)c2ccc(Cn3cc(Br)cn3)o2)cc1	0%	3%	-2%	29%	-13%	3%	/
COc1cccc(C(=O)OCc2ccccc2C#N)c1O	9%	-9%	-4%	19%	-13%	4%[38.3 µM]	-6%[10 µM]
CSc1nnc(C)c(=O)n1COC(=O)COc1ccc2ccccc2c1	5%	-19%	-7%	-23%	-4%	-2%	10%[10 µM]
C=CCn1c(C)cc(C(=O)CSc2nnc(NCc3ccccc3)s2)c1C	5%	-8%	-4%	-19%	-13%	9%[38.3 µM]	-70%[inhibitor][10 µM]
COc1cc(NC(=S)NC(=O)c2cc(C)cc(C)c2)ccc1NC(=O)c1cccs1	11%	1%	-5%	2%	-4%	9%	8%[10 µM]
CCCCc1ccc(N=N/C(C(=O)Nc2ccccc2OC)=C(/C)O)cc1	12%	-1%	9%	-13%	-2%	4%	27%[10 µM]
O=C(NCc1ccccc1)C(c1ccc(O)cc1)N(C(=O)Cn1nnc(-c2cccs2)n1)c1ccc2c(c1)OCCO2 (centres undefined)	-6%	5%	-2%	-22%	-14%	3%	-20%[10 µM]
Cn1c(O)c(C=Nc2ccc(Cc3ccncc3)cc2)c(=O)n(C)c1=O	1%	-1%	-1%	-2%	-4%	17%[38.3 µM]	-6%
Cc1ccc(OCCN2CCN(C(=O)CCC(=O)Nc3nnc(C)s3)CC2)cc1	5%	-7%	-1%	7%	3%	7%	-9%[10 µM]

Further compounds follow:
SMILES	GoLoco inh red	aGlu spleen mod	GAA glycogen mod	HTT aggregate	GAA inh	IMPase Li cell	HTT ATP protect
CCN(CC)S(=O)(=O)c1ccc(O)c(C(=O)OCC(=O)N(C)Cc2ccccc2)c1	-7%	1%	-8%	1%	-3%	3%[38.3 µM]	-8%
N/C(CS(=O)(=O)c1ccc(F)cc1)=N\O	49%[activator]	-4%	8%	3%[9.22 µM]	-2%	/	7%[10 µM]
Cc1ccc(SCc2cc(=O)n3[nH]c(C)nc3n2)cc1	3%	-2%	3%	-1%	-5%	13%[38.3 µM]	1%[1.9 µM]
O=C(c1ccco1)[C@@H]1[C@@H]2C(=O)N(c3ccc(Br)cc3)C(=O)[C@@H]2C2c3ccccc3C=CN21 (some centres undefined)	132%[activator]	-4%	-20%	6%	-11%	-3%[38.3 µM]	-15%
COc1ccc(CSc2cccc3cccnc23)cc1[N+](=O)[O-]	7%	-21%	-4%	17%	-13%	-1%	/
O=C(Cn1c(=O)oc2ccccc21)NCc1ccco1	-6%	-4%	-7%	16%	2%	-12%[38.3 µM]	-9%
O=C(CCCc1cccs1)N1CCN(S(=O)(=O)c2ccccc2Br)CC1	0%	0%	4%	2%	-5%	-1%[38.3 µM]	13%[10 µM]
CCCCNC(=O)c1cc2c(=O)n3cccc(C)c3nc2n(Cc2ccccc2)c1=N	/	-3%	-1%	-3%	2%	/	-10%
Cc1[nH][nH]c(=O)c1[C@@H](c1ccccc1[N+](=O)[O-])C(C#N)C#N	-3%	-4%	-21%	3%[9.22 µM]	10%[15.4 µM]	/	15%[10 µM]
Cc1ccc(-c2noc(CSc3nnc(Cc4ccccc4)n3-c3ccc(Cl)cc3)n2)cc1	-10%	0%	-16%	16µM*	?	53%[activator][38.3 µM]	0%
O=C1C(Cl)=C(NC2CCc3ccccc32)C(=O)c2ncccc21 (centres undefined)	-7%	-5%	/	/	/	20%	-92%[inhibitor]
O=C(CCNC(=O)Cn1ccc2ccccc2c1=O)NCCN1CCN(c2cccc(Cl)c2)CC1	-3%	-1%	-1%	2%	6%	4%	-4%[10 µM]
O=c1ccc(-c2n[nH]c(=S)n2-c2ccc(F)c(Cl)c2)n[nH]1	10%	-22%	-13%	14%	3%	7%	/
Cc1nc2ccc(S(=O)(=O)N(C)CC(=O)N3CCc4ccccc43)cc2s1	/	1%	9%	3%	1%	/	-1%
CCOc1cc(/C=C(\C#N)C(N)=O)ccc1OCc1c(C)no[n+]1[O-]	5%	/	2%	1%	-6%	19%	3%
CCNC(=O)CN(c1ccccc1)S(=O)(=O)c1ccc(Cl)cc1	-13%	-15%	3%	-7%	-10%	16%[38.3 µM]	3%
CC(C)[C@H](NC(=O)OC(C)(C)C)c1nnc(SCC(=O)Nc2ccc(Br)cc2)o1	-9%	-3%	-14%	-16%	-12%	42%[activator][38.3 µM]	5%[10 µM]
CC(C)CC(=O)Nc1ccc(C(=O)CN2CCC(C)CC2)cc1	1%	2%	7%	5%	0%	2%	-32%[inhibitor]
Cc1ccc(NC(=O)C2CCCCC2C(=O)O)cc1Cl (centres undefined)	7%	9%	2%	/	3%	-5%	/
CCCCC1=NN2CCS(=O)(=O)N=C2S1	4%	0%	-4%	16%	5%	-14%	-33%[inhibitor]
COCCCNC(=S)N1CCN(c2ccccc2)CC1	5%	-4%	-10%	10%	5%	-6%	-6%
C/C(=N\NS(=O)(=O)c1ccc(C)c([N+](=O)[O-])c1)c1cccs1	2%	3%	-12%	2%	9%	-2%	-23%
CC1Cc2ccccc2N1C(=O)c1ccc2snnc2c1 (centres undefined)	-2%	-8%	-2%	-19%	-4%	-4%[38.3 µM]	-28%
CN1CC(=O)N/C1=N\C(=O)Nc1ccc2c(c1)N(C)C(=O)CS2	12%	-13%	-1%	-13%[9.22 µM]	0%	-6%[38.3 µM]	8%
COc1ccc(N2CCC(CNC(=S)Nc3c(C)cccc3C)C2)cc1 (centres undefined)	0%	-6%	?	44%[9.22 µM]	/	/	20%[10 µM]

Complete entries as entered above. Screens in order: GoLoco inh red, aGlu spleen mod, GAA glycogen mod, HTT aggregate, GAA inh, IMPase Li cell, HTT ATP protect
Shown for CC(C)[C@H](NC(=O)OC(C)(C)C)c1nnc(SCC(=O)Nc2ccc(Br)cc2)o1 → -9%, -3%, -14%, -16%, -12%, 42%[activator][38.3 µM], 5%[10 µM]
Shown for O=C(Cn1c(=O)oc2ccccc21)NCc1ccco1 → -6%, -4%, -7%, 16%, 2%, -12%[38.3 µM], -9%
Shown for COc1cccc(C(=O)OCc2ccccc2C#N)c1O → 9%, -9%, -4%, 19%, -13%, 4%[38.3 µM], -6%[10 µM]
Shown for COCCCN=C1NN=C(c2cc(C)n(-c3ccccc3F)c2C)CS1 → 1%, /, 11%, ?, -15%, 36%[activator], -114%[inhibitor]
Shown for Cc1ccc(NC(=O)C2CCCCC2C(=O)O)cc1Cl (centres undefined) → 7%, 9%, 2%, /, 3%, -5%, /

(list continues)
SMILES	GoLoco inh red	aGlu spleen mod	GAA glycogen mod	HTT aggregate	GAA inh	IMPase Li cell	HTT ATP protect
Cc1nc(SCc2cccc(C(=O)O)c2)nc2c1CCCC2	16%	-2%	21%	/	?	1%	/
O=C(CCCC(=O)OCC(F)(F)C(F)F)Nc1ccc(NC(=O)CCCC(=O)OCC(F)(F)C(F)F)cc1	8%	4%	8%	3%	3%	33%[activator][38.3 µM]	0%
N#C/C(=C\c1cccc(Cl)c1)c1n[nH]c(Cn2cncn2)n1	-5%	1%	0%	10%	-7%	-29%[38.3 µM]	16%
CCC(Cc1ccccc1)NC(=O)CN(C)S(=O)(=O)c1ccc2c(c1)c(=O)n(C)c(=O)n2C (centres undefined)	5%	-7%	2%	-4%	1%	-4%[38.3 µM]	-7%
CCOC(=O)C1=C(O)C(=O)N(c2ccc(S(N)(=O)=O)cc2)C1c1cccc([N+](=O)[O-])c1 (centres undefined)	9%	-2%	2%	-1%[9.22 µM]	-5%	/	0%[10 µM]
N=C(N)N1CCc2ccccc21	-1%	5%	5%	-31%[9.22 µM]	/	/	1%[10 µM]
O=C(Nc1nccs1)C(=O)c1c[nH]c2ccccc12	1%	-6%	5%	17%	-4%	17%[38.3 µM]	-25%
O=C(c1ccc2c(=O)n3c(nc2c1)CCCCC3)N1CCN(C(c2ccccc2)c2ccccc2)CC1	8%	-3%	-2%	?	-13%	61%[activator][38.3 µM]	-1%
CCCC1CC(=O)OC1(C)C(=O)CSc1n[nH]c(-c2ccccc2)n1 (centres undefined)	6%	1%	-4%	5%	-15%	-4%[38.3 µM]	10%
Cc1nn(-c2ccccc2)c(C)c1NC(=O)Cc1cccs1	3%	-3%	-4%	-2%	-12%[15.4 µM]	8%	-26%
COc1ccc(C(=O)Nc2ccccc2C(=O)N/N=C/c2ccco2)cc1	4%	2%	-7%	-23%	-10%	4%	/

From PubChem BioAssay
